From PubChem BioAssay
proCasp3 act – procaspase-3 (human) activation; P42574; recombinant procaspase-3 D3A, Ac-DEVD-pNA absorbance 405 nm; activation, % at 8.5 µM; actives 0.11% (n = 330,000); AID 463141;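 active = activation above the mean of all tested compounds plus 3 SD, cut at about 21% in these data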;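 note: 0% = DMSO alone and 100% = DMSO wells spiked with extra 5 µM PC-3 D3A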
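Assay system – Procaspase-3 D3A mutant · Benchmarks – DMSO low control, extra-enzyme high control · Technique – 405 nm absorbance of p-nitroaniline, reads at 0 and 120 min · Doses – 8.5 µM nominal · Measure – % activation between DMSO and enzyme-spiked controls · Also added – Ac-DEVD-pNA chromogenic peptide substrate · Schedule – 1 h compound preincubation, 2 h substrate hydrolysis at 25 °C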
MEP2-GFP yeast – alters MEP2-GFP fluorescence in TOR pathway yeast screen; GFP response vs DMSO, % at 10 µM; actives 0.51% (n = 330,000); S. cerevisiae MEP2-GFP strain, flow cytometry GFP, 3 h; 100% = DMSO control level; AID 2016;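 active = GFP response versus DMSO above a set limit, roughly screen mean plus 3 SD, cut at about 180% in these data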;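 note: median GFP fluorescence of the barcode-gated MEP2-GFP cells per well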
LAP4 TOR yeast – yeast TOR pathway LAP4-GFP modulation | S. cerevisiae LAP4-GFP multiplex, flow cytometry GFP, 3 h; median GFP as percent of DMSO wells | GFP response vs DMSO, % at 10 µM | actives 0.34% (n = 320,000);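 active = GFP response vs DMSO above a set limit, about the screen mean plus 3 SD, cut at about 150% in these data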
EBNA-1 inh – blocks EBNA-1 binding to DNA. actives 0.34% (n = 300,000). inhibition, % at 14.8 µM. EBNA-1 DNA binding, fluorescence polarization; in the data active = inhibition above about 28%
procasp7 counter – activates human procaspase-7, counter-screen for procaspase-3 activators; recombinant procaspase-7, Ac-DEVD-pNA absorbance 405 nm; D23A/D198A/D206A triple mutant, cannot self-cleave; scale: DMSO 0, 5 µM enzyme 100; activation, % at 8.5 µM; P55210; actives 0.093% (n = 330,000); AID 463210;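 active = percent activation above the screen-wide mean plus 3 SD, cut at about 25% in these data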
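System: Uncleavable procaspase-7 mutant enzyme; Amount: 2 µM procaspase-7 mutant as dispensed; Schedule: 1 h compound preincubation, 2 h substrate cleavage, 25 °C; Measured by: 405 nm absorbance of p-nitroaniline; Evaluation: percent activation from buffer-corrected 0–120 min absorbance change; Control set: low DMSO alone, high DMSO plus 5 µM PC-7.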
RPL19A-GFP yeast – modulators of TOR pathway RPL19A-GFP in S. cerevisiae; percent response vs DMSO, % at 10 µM; AID 2025; S. cerevisiae RPL19A-GFP strain, flow cytometry, 3 h; active compounds read low; actives 0.3% (n = 330,000);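 active = percent response vs DMSO below 50%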;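 note: median channel GFP fluorescence of the barcoded RPL19A-GFP strain; ratio of sample median GFP to plate DMSO average so 100% = DMSO; lower means less RPL19A-GFP as with rapamycin TOR inhibition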
AHR activator – human AHR activation. P35869. AHR-responsive luciferase reporter cells, luminescence. activation, % at 5 µM. actives 2.5% (n = 320,000); in the data active = activation above about 47%;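 note: 0% = vehicle wells and 100% = reference agonist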
ZTA counter – counter-screen for EBNA-1 inhibitors: inhibitors of Epstein-Barr virus ZTA. P03206. ZTA-DNA binding, fluorescence polarization. inhibition, % at 11 µM. actives 0.15% (n = 320,000); in the data active = inhibition above about 33%
* = called active by the depositor; x = no result given; [ ] = another dose, or the depositor's remark. No enrichment for hits; about 3.8% have a hit in one of these screens.

SMILES	proCasp3 act	MEP2-GFP yeast	LAP4 TOR yeast	EBNA-1 inh	procasp7 counter	RPL19A-GFP yeast	AHR activator	ZTA counter
O=C(Nc1ccc2oc(-c3ccccc3F)nc2c1)c1ccc2c(c1)OCCO2	-5	99	104	-5	2	98	-5	-2
CC(C1CC2CCC1C2)n1c(-c2ccco2)n[nH]c1=S (stereo unspecified)	-11	93	105	24	-38	94	1	4
C/C(=C\C(=O)c1ccc(F)cc1)NCc1ccc2c(c1)OCO2	0	103	97	8	-4	104	1	3
N#C/C(=C/c1ccc(O)c(O)c1)c1nc2ccccc2[nH]1	-26	141	113	-3	-20	109	31	13
O=C(CN1C(=O)/C(=C/c2ccc(C(F)(F)F)cc2)Sc2ccccc21)NCCCN1CCOCC1	7	97	93	-8	-11	94	-4	-16
Cc1ccccc1OC(C)C(=O)NCCC1=CCCCC1 (stereo unspecified)	2	98	110	7	-5	93	2	3
O=[N+]([O-])c1ccc(/C=N/n2cnc3ccccc32)s1	3	109[may fluoresce violet]	118[may fluoresce violet]	2	-1	96[may fluoresce violet]	27	0
CC(=O)Nc1ccc(/C=N/NC(=O)CNS(=O)(=O)c2ccccc2)cc1	-6	96	89	0	-11	105	15	3
COc1ccccc1CNC(=O)Cn1cccc1C(=O)c1ccccc1C	6	101	100	-3	7	104	33	-12
O=C(c1ccco1)N1CCN(c2ccc(S(=O)(=O)N3CCCC3)cc2)CC1	4	101	106	8	-1	101	-1	-3
Cc1[nH]n(-c2ccccc2)c(=O)c1C=NC1CCCCC1	5	109	96	-4	0	106	4	-8
Cc1ccc(S(=O)(=O)N2CCCCC2C(=O)N2CCN(Cc3ccccc3)CC2)cc1 (stereo unspecified)	-7	108	96	6	-7	100	-3	-5
O=C(Oc1ccc(Cl)c2ccccc12)N1CCCCC1	-15	98	102	-5	6	93	24	15
COC(=O)[C@@H]1CCCN1C(=O)[C@@H](NC(=O)OC(C)(C)C)C(C)C	8	x	x	4	-1	x	0	-14
Cc1cccc(Nc2nnc(-c3ccc(N4CCOCC4)c([N+](=O)[O-])c3)c3ccccc23)c1	7	107	86	10	12	95	0	17
O=C(c1cc2ccccc2o1)N1CCN(S(=O)(=O)/C=C/c2ccccc2)CC1	-7	100	101	3	-9	98	2	8
CCNC(=O)CC1S/C(=N/N=C(\C)c2ccccc2)NC1=O (stereo unspecified)	0	99	95	-8	2	99	27	-8
CCOC(=O)N1CCN(C2CCCN(C(=O)c3ccccc3N(C)C)C2)CC1 (stereo unspecified)	6	97	109	7	11	95	0	-13
COc1cc(C)ccc1OCCOc1c(C)cc(Cl)cc1Cl	12	103	102	-6	6	101	9	-1
O=C(O)Cn1c(SCc2cccc3ccccc23)nc2ccccc21	11	97	97	3	-9	99	6	14
O=C(Nc1ccc(NC(=O)C23CC4CC(CC(C4)C2)C3)cc1)c1cc(F)c(F)cc1Cl	-1	107	91	-4	6	101	-2	6
Cn1cnc([N+](=O)[O-])c1Oc1cccc2ccccc12	0	x	x	-9	0	x	82*	-5
CCc1ccc(-n2cnc3cc(C(=O)NCC(OC)OC)ccc32)cc1	11	103	92	11	-3	100	4	9
COc1ccc(CCNC(=O)COC(=O)CSc2ccc([N+](=O)[O-])cc2)cc1OC	5	103	104	x	-7	101	1	-1
CCc1cccc(C)c1NC(=O)CSc1nnc(C)o1	-4	103	106	9	2	104	0	18

Single records (already shown). Screens in order: proCasp3 act, MEP2-GFP yeast, LAP4 TOR yeast, EBNA-1 inh, procasp7 counter, RPL19A-GFP yeast, AHR activator, ZTA counter
Results for `N#C/C(=C/c1ccc(O)c(O)c1)c1nc2ccccc2[nH]1` = -26, 141, 113, -3, -20, 109, 31, 13
Results for `O=C(c1cc2ccccc2o1)N1CCN(S(=O)(=O)/C=C/c2ccccc2)CC1` = -7, 100, 101, 3, -9, 98, 2, 8
Results for `CC(C1CC2CCC1C2)n1c(-c2ccco2)n[nH]c1=S` (stereo unspecified) = -11, 93, 105, 24, -38, 94, 1, 4
Results for `Cc1[nH]n(-c2ccccc2)c(=O)c1C=NC1CCCCC1` = 5, 109, 96, -4, 0, 106, 4, -8
Results for `CCOC(=O)N1CCN(C2CCCN(C(=O)c3ccccc3N(C)C)C2)CC1` (stereo unspecified) = 6, 97, 109, 7, 11, 95, 0, -13

(continued)
SMILES	proCasp3 act	MEP2-GFP yeast	LAP4 TOR yeast	EBNA-1 inh	procasp7 counter	RPL19A-GFP yeast	AHR activator	ZTA counter
NC(=S)Nc1cccc2cc3ccccc3cc12	-4	110	111	6	6	102	16	0
O=C(CN1CCCC1)NCC1(c2ccccc2)CCOCC1	-1	98	97	-2	1	100	3	18
COc1cc(CCNC(=O)c2cnn3ccccc23)cc(OC)c1OC	3	99	100	8	4	98	2	7
Cc1ccc(-n2nc3c(=O)n(C(C)C(=O)NCCC4=CCCCC4)nc(C)c3c2C)cc1 (stereo unspecified)	5	102	108	3	4	105	-2	-3
CCN1CCN(c2cc(C)c3cc(NC(=O)c4cnccn4)ccc3n2)CC1	7	96	97	-9	-6	104	3	-2
O=C(CCn1c(=O)[nH]c2ccsc2c1=O)N1CCN(c2cccc(Cl)c2)CC1	1	106	99	11	-2	98	1	-18
O=C(c1cc(S(=O)(=O)N2CCC3(CC2)OCCO3)ccc1F)N1CCCCC1	0	92	92	-4	3	93	0	1
C[C@@H]1CN([C@@H](C)CO)C(=O)c2cccc(NC(=O)c3nc4ccccc4s3)c2O[C@@H]1CN(C)CC1CC1	7	86	88	x	21	91	6	x
C=C1CCN([C@@H](CC(C)C)C(=O)NCc2cc(OC)c(OC)c(OC)c2)S(=O)(=O)c2ccccc21	-1	91	105	0	-2	101	-1	-14
CCN(CC)Cc1c(O)ccc2c1O/C(=C\C=C\c1ccccc1)C2=O	-1	113	109	-14	-9	99	-4	3
COC(=O)C1=C(COc2ccc(C=O)cc2OC)NC(=O)NC1c1cc(C)ccc1C (stereo unspecified)	-1	107	97	2	-6	107	2	3
O=C(O)CC/C(=N/NC(=O)CNC(=O)c1ccc2c(c1)OCCO2)c1ccccc1	-4	100	89	-7	-21	106	4	-13
Cn1c(N)c(C(=O)COC(=O)/C=C/c2cccc(F)c2)c(=O)n(C)c1=O	3	100	106	x	-5	101	-1	1
CCOc1ccccc1NC(=O)n1ncc2c(C)cccc21	7	108	110	2	3	106	48*	-1
Cc1nn(-c2ccccc2)c(C)c1C(=O)NCCc1ccc(Cl)cc1	2	100	105	-8	9	103	-12	-5
CCOc1ccccc1NC(=O)C(OC(=O)c1ccc(N(C)C)cc1)c1ccccc1 (stereo unspecified)	-2	123	108	-3	9	109	5	7
C=CCn1c(NCc2ccccc2OC)nc2ccccc21	10	110	91	-16	7	103	6	-3
CCOC(=O)[C@@H]1[C@H]2COc3ccccc3[C@@H]2N2C(=O)N(c3ccc(F)cc3)C(=O)[C@]12C	-3	89	97	-2	1	95	4	-7
O=C(c1ccc(Cl)c(S(=O)(=O)N2CCCCCC2)c1)N1CCCC1	-6	99	99	-2	-4	95	0	-1
CCOC(=O)C1(Cc2cccc(Cl)c2)CCCN(C(=O)c2c(CC)noc2C)C1 (stereo unspecified)	9	100	93	-8	1	104	-1	6
O=C(c1ccco1)N1CCN(S(=O)(=O)c2ccc(Cl)cc2)CC1	1	105	85	9	-8	99	1	10
COc1cc(NC(=O)[C@H](C)NC(=O)N2CCn3c2nc2ccccc23)cc(OC)c1	5	114	92	2	-5	94	18	8
CCCOc1ccc(C(=O)Nc2c[nH]c(=O)[nH]c2=O)cc1	4	102	89	3	8	103	2	3
COc1ccc(C2CC(c3ccc(Br)cc3)=NN2C(=S)Nc2ccccc2)cc1 (stereo unspecified)	-9	103	88	-8	-11	103	-1	9
COc1ccc(C(=O)Nc2cc3c(cc2C#N)OCO3)cc1S(=O)(=O)NCc1ccco1	-3	103	91	-7	5	95	4	-27
Continued:
SMILES	proCasp3 act	MEP2-GFP yeast	LAP4 TOR yeast	EBNA-1 inh	procasp7 counter	RPL19A-GFP yeast	AHR activator	ZTA counter
O=C(Nc1nnc(C(F)(F)F)s1)c1ccc(N2C(=O)C3C4C=CC(C4)C3C2=O)cc1 (stereo unspecified)	0	99	90	-8	1	95	2	7
CN(Cc1ccccc1)C(=O)c1ccccc1NC(=O)C1CC1	13	104	95	-1	5	104	-5	-4
CCN1CCN(C(=O)c2nn(-c3ccc(OC)cc3)c(=O)c3c2c2ccccc2n3C)CC1	7	102	90	5	-10	103	13	-12
COC(=O)c1scc(C)c1N/N=C(\C)c1cc(F)c(Cl)cc1F	9	103	110	-4	4	98	-2	-2
Cc1c(C(=O)NCCC2=CCCCC2)sc2ncnc(N3CCCCC3C)c12 (stereo unspecified)	3	94	93	-21	7	95	1	-11
CC(=O)Nc1ccc(S(=O)(=O)Nc2ccc(S(=O)(=O)Nc3nc(C)cc(C)n3)cc2)cc1	3	106	100	-9	-4	108	-1	-11
CCOc1ccc(C(=S)N2CCCC2)cc1OC	6	103	85	0	8	98	5	-7
Cc1nc([N+](=O)[O-])cn1CC(=O)c1ccc(Cl)cc1	5	112	92	-6	2	108	0	-4
CCC(C)[C@H](NC(=O)C1CCN(C(=O)[C@H](Cc2ccccc2)NS(=O)(=O)c2ccc(C)cc2)CC1)C(=O)O (stereo partly specified)	5	109	105	0	2	102	0	0
CC(C)COc1ccc(-c2nnc(-c3ccco3)o2)cc1	0	90	100	-2	-4	91	-7	-21
COc1ccc(S(=O)(=O)N2CCC(C(=O)N3CCc4ccccc4C3)CC2)cc1Cl	11	95	98	-5	10	98	-2	-24
Cc1ccccc1-c1nc(CS(=O)(=O)CC(=O)NCCc2ccccc2)c(C)o1	7	102	92	15	-10	105	-1	14
Cc1sc2ncnc(Sc3ccccc3C(=O)Nc3ccc(C#N)cc3)c2c1C	4	x	x	6	4	x	8	-8
COc1cc([N+](=O)[O-])ccc1NC(=S)Nc1cccc(C(=O)O)c1	-5	102	105	1	-11	102	0	-2
Cc1ccccc1C(=O)N/N=C/c1ccc(Sc2ccccn2)o1	-3	92	100	-1	-4	95	23	7
N#Cc1nc(COc2ccc(F)cc2)oc1N1CCC(Cc2ccccc2)CC1	-3	96	88	7	7	100	-1	-3
COc1cccc(CNC(=O)CCCn2nc(C)n3c(cc4sccc43)c2=O)c1	1	100	106	-3	5	99	-3	-1
Cc1ccc(N(CC(=O)NCc2ccc3c(c2)OCO3)C(=O)c2csnn2)cc1	1	111	85	8	-6	105	1	5
O=C(c1cccc(S(=O)(=O)Nc2ccccc2Cl)c1)N1CCC1	-6	94	113	-1	8	93	-1	7
O=[N+]([O-])c1ccc(F)cc1F	-1	99	94	x	-19	97	-1	-8
O=C(NCC(=O)N(CC1CCCO1)C(C(=O)NC1CCCC1)c1ccc(F)cc1)c1ccco1 (stereo unspecified)	-1	109	100	0	3	104	4	9
N#C/C(=C1/C(=O)Nc2ccc(Br)cc21)c1ccccn1	4	103	94	5	0	101	25	7
COc1ccc(S(=O)(=O)N2CCC3(CC2)OCCN3S(=O)(=O)c2c(C)cc(C)cc2C)cc1	8	96	105	2	2	95	-1	6
CS(=O)(=O)N1CCN(C(=O)CCC2CCCC2)CC1	1	100	99	-19	-10	98	1	12
CCOc1cc(N2CCOCC2)c(OCC)cc1NC(=O)Cc1cccc2ccccc12	1	96	x	-8	-9	105	0	-2
CCOc1ccc2nc(N3CCCC(C(=O)NCC4CCCO4)C3)sc2c1 (stereo unspecified)	1	98	100	7	11	100	25	-11
CCOc1ccccc1NC(=O)c1ccc2c(c1)C(=O)N(C(C)(C)C)C2=O	-2	111	98	5	0	108	17	6
